Screening results: PubChem, The Scripps Research Institute Molecular Screening Center
TAAR1 agonist: agonists of human TAAR1; Q96RJ0; CHO RD-HGA16 TAAR1, Fluo-8 calcium fluorescence; vehicle wells 0%, saturating PEA agonist 100%; activation, % at 3 µM; hit rate 0.99% among 360,000; AID 624467;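 active means activation above the mean activation of all test compounds in the run plus 3 SD, cut at about 38% in these data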
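Test system: RD-HGA16 (CHO) cells co-expressing Gα16 and hTAAR1 | Doses: Single dose, 3 µM | Schedule: 17-24 h seeding, 75 min 37 °C dye, 30 min RT | Evaluation: % activation from peak over basal fluorescence ratio, DMSO-to-PEA scaled | Technique: Kinetic Fluo-8 calcium fluorescence | Benchmarks: Low control DMSO, high control PEA (EC100)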
CHRM1 antagonist: human CHRM1 antagonism; CHO-K1 hM1, Fluo-8 calcium fluorescence, ACh EC80 antagonist; inhibition, % at 3 µM; hit rate 1.3% among 360,000; AID 588852;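 active means percent inhibition above its own plate's cutoff, namely the mean of that plate's compound wells plus 3 SD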;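 further: peak over basal fluorescence ratio during 140 s after agonist addition; 0% = ACh EC80 plus DMSO and 100% = DMSO alone without agonist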
M5 PAM: positive allosteric modulators of human muscarinic M5 receptor; AID 624038; hit rate 0.3% among 360,000; activation, % at 3 µM; CHO-K1 hM5, Fluo-8 calcium, ACh EC20 PAM; 0% = ACh EC20, 100% = ACh EC100; P08912;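 active means activation above the run cutoff, the mean activation of all test compounds plus 3 SD, cut at about 18% in these data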
Target sequence (P08912 whole entry, looked up): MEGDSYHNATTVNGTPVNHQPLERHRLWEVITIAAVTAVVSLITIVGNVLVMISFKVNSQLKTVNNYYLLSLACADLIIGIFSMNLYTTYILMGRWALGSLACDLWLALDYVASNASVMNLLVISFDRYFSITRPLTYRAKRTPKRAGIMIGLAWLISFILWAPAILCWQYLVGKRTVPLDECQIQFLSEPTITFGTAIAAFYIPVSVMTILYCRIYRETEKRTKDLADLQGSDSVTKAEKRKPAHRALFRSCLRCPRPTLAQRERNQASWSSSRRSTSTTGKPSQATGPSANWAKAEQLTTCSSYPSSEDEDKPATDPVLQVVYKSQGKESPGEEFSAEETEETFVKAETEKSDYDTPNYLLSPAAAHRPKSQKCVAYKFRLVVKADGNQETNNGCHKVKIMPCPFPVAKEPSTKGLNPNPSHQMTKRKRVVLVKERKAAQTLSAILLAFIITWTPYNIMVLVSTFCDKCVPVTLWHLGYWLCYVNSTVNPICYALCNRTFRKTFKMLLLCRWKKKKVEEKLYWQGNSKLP
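System: CHO-K1 hM5 cells. Reagent: acetylcholine, EC20 level. Compound dosing: single dose, 3 µM nominal final test concentration. Timing: Post-acetylcholine fluorescence recording 140 s. Detection: Fluo-8 calcium fluorescence. Read-out: % activation, ACh-normalized. Benchmarks: ACh EC20 and EC100 wells. Repeats: singlicate, one well per test compound.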
M4 antag: blocks acetylcholine activation of human M4 receptor; CHO-hM4 cells, ACh EC80, Fluo-8 calcium fluorescence; inhibition, % at 3 µM; AID 624125; hit rate 0.73% among 360,000; P08173;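 active means inhibition above its plate's cutoff, the mean inhibition of sample wells plus 3 SD, cut at about 27% in these data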;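 further: 0% = acetylcholine EC80 with DMSO and 100% = DMSO without agonist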
Target sequence (P08173 whole entry, looked up): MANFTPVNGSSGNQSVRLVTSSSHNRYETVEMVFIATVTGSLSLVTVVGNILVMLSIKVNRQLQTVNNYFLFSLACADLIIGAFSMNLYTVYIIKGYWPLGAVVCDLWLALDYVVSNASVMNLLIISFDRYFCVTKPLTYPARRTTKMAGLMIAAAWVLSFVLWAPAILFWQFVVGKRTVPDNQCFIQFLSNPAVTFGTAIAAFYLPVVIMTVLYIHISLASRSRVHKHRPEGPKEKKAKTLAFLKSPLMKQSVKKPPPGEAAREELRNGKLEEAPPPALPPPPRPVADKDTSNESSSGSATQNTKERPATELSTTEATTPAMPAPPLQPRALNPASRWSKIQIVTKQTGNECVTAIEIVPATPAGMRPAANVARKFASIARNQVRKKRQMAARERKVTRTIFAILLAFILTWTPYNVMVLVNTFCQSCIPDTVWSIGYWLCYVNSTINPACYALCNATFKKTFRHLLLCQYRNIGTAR
M1 PAM: human CHRM1 positive allosteric modulation | hit rate 0.088% among 360,000 | activation, % at 3 µM | CHO-K1 hM1, Fluo-8 calcium fluorescence, ACh EC20; 0% = ACh EC20, 100% = maximal ACh | P11229 | AID 588819; in the data active means activation above about 19%, passing the limit was not always enough
M1 ag: agonists of human M1 muscarinic receptor; CHO-K1 hM1, Fluo-8 calcium fluorescence, agonist mode; 0% DMSO, 100% acetylcholine EC100; AID 588814; hit rate 0.33% among 360,000; activation, % at 3 µM; P11229;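 active means activation above the run's mean compound activation plus 3 SD, cut at about 16% in these data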;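 further: peak over basal fluorescence ratio within a 140 s kinetic read after compound addition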
M4 ag: CHRM4 agonism in calcium assay. P08173. CHO-K1 hM4/Gqi5, Fluo-8 calcium fluorescence; vehicle 0%, full acetylcholine response 100%. activation, % at 3 µM. hit rate 0.14% among 360,000. AID 624127;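 active means activation above the run mean over all test wells plus 3 SD, cut at about 32% in these data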;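 further: peak over basal fluorescence ratio per well then scaled between controls; 0% = DMSO wells and 100% = acetylcholine at EC100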
M5 ag: agonists of human muscarinic M5 receptor (CHRM5) | AID 624037 | activation, % at 3 µM | CHO-K1 hM5 cells, Fluo-8 calcium fluorescence; 0% DMSO wells, 100% maximal acetylcholine response | P08912 | hit rate 0.19% among 360,000;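 active means activation above the run's mean over test compounds plus 3 SD, cut at about 23% in these data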;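 further: signal is peak over basal fluorescence ratio across the kinetic read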
M5 antag: antagonists of human muscarinic M5 receptor (CHRM5); P08912; hit rate 0.59% among 360,000; inhibition, % at 3 µM; CHO-hM5 cells, Fluo-8 calcium fluorescence, ACh EC80;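 active means inhibition above a per-plate cutoff, the mean of that plate's test compounds plus 3 SD, cut at about 27% in these data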;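 further: 0% = acetylcholine EC80 with DMSO and 100% = DMSO without agonist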
An asterisk follows results filed as active; · = not tested or not shown.

SMILES	TAAR1 agonist	CHRM1 antagonist	M5 PAM	M4 antag	M1 PAM	M1 ag	M4 ag	M5 ag	M5 antag
CS(=O)(=O)c1ccc(-n2nnc3ccccc32)c([N+](=O)[O-])c1	-2	-5	-2	5	4	-4	4	-4	6
COc1ccc(C(=O)Nc2nnc(-c3cccs3)s2)cc1	7	-17	0	0	11	-4	1	0	-2
O=C(CSc1nc(-c2ccc(F)cc2)cs1)N1CCOCC1	3	10	-4	7	-4	-6	0	-1	11
CC(=O)Nc1cc(-c2ccsc2)cn2c(-c3ccc(F)cc3)cnc12	5	-5	-6	13	7	-4	1	1	7
O=C(NC(Cc1ccccc1)C(=O)O)/C(=C\c1ccc(Cl)cc1)NC(=O)c1ccccc1 (centres undefined)	2	13	-2	-2	-7	-4	0	0	1
Cc1ccccc1OCC(=O)N/N=C1\CCOc2c(C)cccc21	9	-5	1	-4	4	-4	0	-2	-2
COc1ccccc1OC(=O)CN1C(=O)c2ccccc2C1=O	16	-29	-4	21	-4	1	1	-2	2
CCc1nnc(NC(=O)CSCc2cc(=O)n3nc(C)sc3n2)s1	1	-1	-4	7	1	-4	-1	-3	16
CCCCC1=NN(C(=O)c2ccncc2)C(O)(C(F)(F)F)C1 (centres undefined)	0	-10	-6	-1	10	-5	0	1	10
O=C(N/N=C/c1ccc(OC(=O)c2ccco2)cc1)c1ccccn1	13	-8	7	-5	5	-1	2	3	-10
COCCNc1oc(COc2cccc(C)c2)nc1C#N	5	14	24*	-10	-14	-2	0	-3	8
O=C(CNC(=O)c1cccs1)NCCN1CCN(Cc2ccccc2)CC1	6	1	-3	1	7	-9	1	1	3
COCCCNC(=S)N1CCCC(c2nc3cc(C)c(C)cc3[nH]2)C1 (centres undefined)	0	-5	-4	-14	5	-5	1	-4	6
COc1ccc(CCNc2ccncn2)cc1OC	5	-9	6	2	-1	2	4	8	-10
S=C(Nc1ccccc1)Nc1ccccc1-n1cccc1	9	-9	3	-6	1	-3	0	1	4
O=[N+]([O-])c1cccc(-c2nnc(CNC3CC3)o2)c1	1	-6	9	-1	8	-5	2	4	-5
O=C(C1=COCCO1)N1CCN(S(=O)(=O)c2cccc(Cl)c2Cl)CC1	4	16	-5	10	-4	-5	1	-2	4
Cc1ccc(C2=C/C(=C/c3cccs3)C(=O)O2)cc1	3	-1	6	4	6	-5	0	-2	-2
Cc1nc(SCc2ccc([N+](=O)[O-])cc2)nc2ccccc12	3	15	0	8	-8	-7	0	-6	2
COc1ccc(NC(=O)NCCC2=CCCCC2)cc1	8	-8	2	3	8	-9	0	-3	-7
Cc1cc(C(F)(F)F)cc(NNC(=O)NC(=O)c2ccccc2Cl)n1	1	-18	3	0	24	4	2	4	-8
CCC(=O)c1ccccc1OCCCN1C(=O)NC(C)(C)C1=O	2	4	-13	14	4	-1	3	5	6
O=c1c2c(O)cc(O)cc2oc2c(O)ccc(O[C@H]3O[C@@H](CO)[C@H](O)[C@@H](O)[C@@H]3O)c12	3	10	3	2	-4	-5	0	0	13
CCOC(=O)c1c(CN2CCCCC2)n(C)c2cc(Br)c(O)c(CN(C)C)c12	·	-7	-5	0	6	-10	1	0	5
COc1cc(CNC2CCCCCCC2)cc(Br)c1OCC#N	10	6	-2	3	-12	-14	5	-5	12
COc1cccc(Nc2ncc(C(=O)O)c3ccccc23)c1	-2	-31	1	0	9	-2	0	-1	-2
O=C(c1cc(COc2ccc(F)cc2Cl)on1)N1CCN(C2CCCC2)CC1	1	4	0	-10	-4	-4	8	-7	14
CSc1nc(-c2ccco2)nn1C(=O)Cc1ccccc1	7	-2	2	-1	4	-3	1	-3	2
CCOc1ccc2nc(SCC(=O)N(CCOC)c3c(N)n(Cc4ccccc4)c(=O)[nH]c3=O)[nH]c2c1	1	-12	3	-10	14	-3	1	-1	2
COC(CNc1nc(SC)nc2sc3c(c12)CCN(C)C3)OC	-1	6	-4	-2	0	-10	1	-5	8
Cc1ccccc1-c1nnn(CC(=O)Nc2ccc3c(c2)OCO3)n1	5	-15	1	-7	13	-2	3	0	4
O=C(O)/C=C/c1cn(Cc2ccccc2)nc1-c1cccnc1	2	-7	1	-2	7	-3	1	1	1
COc1ccc(C(NC(C)=O)c2ccc3cccnc3c2O)c(OC)c1 (centres undefined)	·	-6	-2	-15	4	-2	1	-1	-5
COC(=O)[C@@]12C[C@@H](CC(=O)N3CCCC3)C(=O)N(Cc3ccco3)C1=CCC(C)(C)C2	1	·	-1	-24	·	·	3	1	-1
COC(=O)c1sc2nc(C)nc(SCC(=O)C(C)(C)C)c2c1C	4	10	-3	2	0	1	6	8	6
CCCOc1ccc(F)cc1-c1cc(C(=O)NCc2cccc(Cl)c2)[nH]n1	0	12	-2	-4	-7	-4	3	-3	18
CCNC(=S)NCc1ccc(Cl)cc1	17	-17	-2	2	2	2	0	-3	4
COc1ccc(C(CCN2CCCC2)c2c(OC)cc(OC)c3c(-c4ccccc4)cc(=O)oc23)cc1 (centres undefined)	33	-10	0	-4	14	-5	5	-3	9
Cc1ccc2nc(N3CCN(C)CC3)c(C=O)c(=O)n2c1	-2	-6	-4	8	5	-8	0	-3	12
CCCCNC(=S)Nc1ccccc1Cc1ccccc1	-2	28	23*	1	-6	-3	1	-5	-6
COc1ccc(-c2cc(C(=O)Nc3nc4c(C)cccc4s3)c3ccccc3n2)cc1OC	2	-1	-3	8	4	-5	1	0	7
Cc1ccc(S(=O)(=O)CCSc2nccn2C)cc1	2	-4	2	3	3	-3	1	3	7
Cc1ccc(N2NC(=O)/C(=C/C=C/c3ccco3)C2=O)cc1C	1	-8	4	4	9	-6	3	-1	-10
Cc1ccc(C(=O)N2CCC(C(=O)NCc3cccnc3)CC2)cc1	4	3	2	-17	0	-5	1	-2	-3
COc1cccc(-c2sc3cc(OC)c(OC)cc3c2-c2ccc(OCCN3CCCCC3)cc2)c1	·	2	-4	8	1	-2	13	-2	9
CC(=O)Cc1nsc(Nc2cccc(C)c2)n1	3	-14	3	-6	12	2	5	8	2
COc1ccc(C(=O)N/C(=C\c2ccc(-c3cccc([N+](=O)[O-])c3)o2)C(=O)NCCCN2CCOCC2)cc1	0	-11	1	-20	6	-6	2	-1	1
Cc1ccc(OCCN2CCC2(C)C(=O)NCc2cccc3ccccc23)cc1 (centres undefined)	2	26	-10	-2	-12	-2	-1	-2	3
O=C(CN1C(=O)NC2(CCCCCC2)C1=O)c1ccccc1	3	-17	0	-4	-4	-4	4	-3	-1
CC(NC(=O)c1cc([N+](=O)[O-])cc([N+](=O)[O-])c1)C1CC2CCC1C2 (centres undefined)	0	9	-5	-3	-14	-6	3	-5	12
Later entries:
SMILES	TAAR1 agonist	CHRM1 antagonist	M5 PAM	M4 antag	M1 PAM	M1 ag	M4 ag	M5 ag	M5 antag
Cc1ccccc1NC(=O)N1CCC(NC(=O)C2CCCCC2)CC1	0	-14	4	-14	16	-6	1	-6	4
CC(C)n1c(CSCc2ccc(Cl)cc2Cl)n[nH]c1=S	1	11	-18	-17	-18	-6	21	1	-3
Cc1[nH]c2ccccc2c1C(=O)C(=O)N1CCCc2ccccc21	10	-3	-4	1	3	-3	4	4	5
CN(C1CCS(=O)(=O)C1)S(=O)(=O)c1cccs1 (centres undefined)	0	-4	1	4	5	-3	1	1	-1
CCOc1cc(/C=C2/NC(=O)N(CC(=O)Nc3cccc(C)c3)C2=O)ccc1OCC(N)=O	4	-15	1	-22	10	-6	0	0	-12
Cc1cccc2sc(NNC(=O)c3cc(=O)c4ccccc4o3)nc12	2	-7	2	-4	9	-4	2	1	1
Clc1cccc(-c2nnc(-c3ccno3)o2)c1	0	-18	8	-12	11	-3	1	-2	-8
O=C(NNC(=S)Nc1ccccc1C(F)(F)F)C1CC1	1	-8	-2	-7	9	-2	0	0	0
O=[N+]([O-])c1ccccc1CN1CCN(S(=O)(=O)Cc2ccccc2)CC1	0	-11	2	0	12	-1	2	-2	5
CSc1ccc(C(=O)N2CCC(CCC(=O)NC3CC3)CC2)cc1	0	2	-9	-1	2	-2	1	-2	11

The list goes on (five carried over from the part before).
SMILES	TAAR1 agonist	CHRM1 antagonist	M5 PAM	M4 antag	M1 PAM	M1 ag	M4 ag	M5 ag	M5 antag
Cc1cccc2sc(NNC(=O)c3cc(=O)c4ccccc4o3)nc12	2	-7	2	-4	9	-4	2	1	1
Clc1cccc(-c2nnc(-c3ccno3)o2)c1	0	-18	8	-12	11	-3	1	-2	-8
O=C(NNC(=S)Nc1ccccc1C(F)(F)F)C1CC1	1	-8	-2	-7	9	-2	0	0	0
O=[N+]([O-])c1ccccc1CN1CCN(S(=O)(=O)Cc2ccccc2)CC1	0	-11	2	0	12	-1	2	-2	5
CSc1ccc(C(=O)N2CCC(CCC(=O)NC3CC3)CC2)cc1	0	2	-9	-1	2	-2	1	-2	11
CC(=O)Oc1ccc(/C=C2/C(=O)N(c3ccccc3)N=C2C)cc1	9	14	0	8	-4	0	4	0	5
CC(=O)Nc1nnc(SCC(=O)N2CCc3ccccc32)s1	2	-4	2	4	4	-6	-2	-2	8
COc1ccc(C)cc1S(=O)(=O)NC1CC1	3	-14	3	-4	9	-1	0	1	-5
CC(C)CCN1CCN(Cc2ccc(Sc3nncn3C)o2)CC1CCO (centres undefined)	6	1	-8	-4	-12	-13	1	-2	9
Cc1ccc(NCCC(=O)c2cccs2)cc1Cl	1	-4	-7	5	0	-3	0	-3	1
COc1ccc(C(=O)NNC(=O)C2CC=CCC2)cc1 (centres undefined)	0	-13	2	4	2	0	0	-2	7
CC(C)c1ccc(NC2=CC(=O)CC(C)(C)C2)cc1	0	-12	1	4	7	-5	1	-3	11
COCCCNC(=S)NNC(=O)c1cc(C2CC2)nc2ccccc12	0	1	5	7	12	1	0	-2	3
O=C1C2CCCCN2C(=O)N1CCCCN1CCN(c2ccc(F)cc2)CC1 (centres undefined)	1	-3	4	-11	4	-9	1	-4	-1
N#CCCCc1cc2ccccc2cn1	1	-11	-5	-11	12	3	0	1	0
O=c1[nH]nc(-c2ccc(F)cc2)cc1-c1ccccc1	2	-4	-3	-6	-1	0	0	-4	2
Cc1oc2nc(SCCCC(=O)NCCO)nc(N)c2c1C	2	-16	3	6	15	-3	0	-2	-4
Nc1c(C(=O)NCc2ccc3c(c2)OCO3)nnn1CC(=O)Nc1ccc(Br)cc1	3	3	2	11	1	-2	2	0	8
CCCOc1c(Br)cc(C(=O)OCc2cc(=O)n3ccsc3n2)cc1OC	4	9	-1	-7	-5	-2	1	2	9
COc1ccc(N2C(=O)[C@@H]3[C@H](C2=O)[C@H]2C=CC=NN2[C@@H]3C(=O)Nc2ccc(Cl)cc2)cc1	0	-7	3	-2	5	-4	1	0	0

This is a subset; the hit share may differ from the screen's.
